CRFR2-BP ag: agonists of human CRF-binding protein/CRF-R2 receptor complex. HEK293 CRF-R2/CRF-BP, calcium dye fluorescence (FLIPR); percent of saturating CRF peptide response. activation, % at 13.2 µM. 0.46% of 350,000 active. AID 588473;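 active = activation of at least 50%, plus an integration ratio under a set limit after plate pattern correction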;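 also: plate controls were neutral control wells without compound for no effect and CRF at EC100 for full effect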
M5 PAM: CHRM5 positive allosteric modulation; AID 624038; 0.3% of 360,000 active; CHO-K1 hM5, Fluo-8 calcium, ACh EC20 PAM; 0% = ACh EC20, 100% = ACh EC100; activation, % at 3 µM;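 active = activation above the run cutoff, the mean activation of all test compounds plus 3 SD, cut at about 18% in these data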
Target sequence (P08912 whole entry, looked up): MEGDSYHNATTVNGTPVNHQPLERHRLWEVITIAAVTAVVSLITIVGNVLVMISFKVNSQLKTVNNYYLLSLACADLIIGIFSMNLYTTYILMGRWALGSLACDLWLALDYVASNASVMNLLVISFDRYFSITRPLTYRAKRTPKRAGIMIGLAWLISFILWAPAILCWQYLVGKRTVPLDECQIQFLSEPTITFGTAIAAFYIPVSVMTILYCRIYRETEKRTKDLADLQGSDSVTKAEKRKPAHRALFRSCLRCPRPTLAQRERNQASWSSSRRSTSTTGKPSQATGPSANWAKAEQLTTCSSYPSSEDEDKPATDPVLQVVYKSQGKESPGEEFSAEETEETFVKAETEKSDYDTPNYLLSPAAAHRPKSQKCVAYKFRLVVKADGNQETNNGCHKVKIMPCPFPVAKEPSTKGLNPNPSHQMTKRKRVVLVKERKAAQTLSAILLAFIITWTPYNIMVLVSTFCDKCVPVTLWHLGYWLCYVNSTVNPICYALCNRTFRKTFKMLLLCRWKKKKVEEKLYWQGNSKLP
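System – CHO-K1 hM5 cells · Compound – 3 µM, single dose · Incubation – compound preincubation 140 s before EC20 acetylcholine addition · Technique – Fluo-8 calcium fluorescence · Measure – Max/basal fluorescence ratio as % of EC20–EC100 ACh window · Benchmarks – low control EC20 acetylcholine (0%), high control EC100 acetylcholine (100%) · Replication – singlicate, one well per test compound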
TAAR1 antag: antagonists of human TAAR1; 1.5% of 360,000 active; CHO RD-HGA16 TAAR1, Fluo-8 calcium fluorescence, antagonist; AID 624466; Q96RJ0; inhibition, % at 3 µM;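 active = inhibition above a per-plate cutoff, the mean inhibition of test compounds on that plate plus 3 SD, cut at about 49% in these data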;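 also: 0% = DMSO plus EC80 beta-PEA response and 100% = DMSO alone without agonist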
Target sequence (Q96RJ0 whole entry, looked up): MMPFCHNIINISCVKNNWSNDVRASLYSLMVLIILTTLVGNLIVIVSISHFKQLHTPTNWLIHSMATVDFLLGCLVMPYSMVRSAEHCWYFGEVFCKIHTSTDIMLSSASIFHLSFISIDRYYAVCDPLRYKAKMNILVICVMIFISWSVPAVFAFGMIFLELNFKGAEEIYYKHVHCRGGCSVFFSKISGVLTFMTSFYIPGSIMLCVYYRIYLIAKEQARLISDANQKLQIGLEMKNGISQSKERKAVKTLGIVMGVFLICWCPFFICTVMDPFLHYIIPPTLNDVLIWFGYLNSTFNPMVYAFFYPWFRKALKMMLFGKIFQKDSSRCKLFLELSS
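Material: RD-HGA16 CHO cells with stable hTAAR1 and Gα16; Dosing: single nominal final test compound concentration of 3 µM; Schedule: seeding 17-24 h prior, 75-min 37 °C, 30-min RT dye loading; Detection: kinetic Fluo-8 calcium fluorescence measurement; Measure: % inhibition from peak post-agonist over basal fluorescence ratio; Benchmarks: vehicle and agonist controls.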
CRFR2-BP antag: blocks CRF-induced signaling of the CRF-BP/CRF-R2 complex. HEK293 CRF-R2/CRF-BP, CRF-induced calcium fluorescence. inhibition, % at 11.8 µM. 0.59% of 350,000 active. AID 588475;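 active = inhibition of the ligand-induced calcium signal above about 50% at the single tested concentration, limit read from the data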
CHRM5 agonist: agonists of human muscarinic M5 receptor (CHRM5) | CHO-K1 hM5 cells, Fluo-8 calcium fluorescence; 0% DMSO wells, 100% maximal acetylcholine response | activation, % at 3 µM | 0.19% of 360,000 active;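 active = activation above the run's mean over test compounds plus 3 SD, cut at about 23% in these data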;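 also: signal is peak over basal fluorescence ratio across the kinetic read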
CHRM4 PAM: potentiates acetylcholine response at human M4 receptor; CHO-K1 hM4/Gqi5, Fluo-8 calcium fluorescence, ACh EC20; 0% = ACh EC20, 100% = maximal ACh; 0.4% of 360,000 active; activation, % at 3 µM; P08173;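 active = activation above its plate's cutoff, the mean activation of sample wells plus 3 SD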; also: some results filed as inactive read as strong as hits
CHO-K1 Ca PAM: M1 PAM counterscreen hit in parental CHO-K1 cells; ATP EC20, Fluo-8 calcium fluorescence; 0% at ATP EC20, 100% at ATP max; activation, % at 3 µM; 0.02% of 360,000 active;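 active = activation above the run cutoff, the mean activation of all test compounds plus 3 SD, cut at about 40% in these data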;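 also: peak over basal fluorescence ratio in a 140 s read after ATP addition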
TAAR1 ag: agonists of human TAAR1 | 0.99% of 360,000 active | CHO RD-HGA16 TAAR1, Fluo-8 calcium fluorescence; vehicle wells 0%, saturating PEA agonist 100% | Q96RJ0 | activation, % at 3 µM | AID 624467;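 active = activation above the mean activation of all test compounds in the run plus 3 SD, cut at about 38% in these data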
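Test system: RD-HGA16 (CHO) cells co-expressing Gα16 and hTAAR1 | Doses: Single dose, 3 µM | Schedule: 17-24 h seeding, 75 min 37 °C dye, 30 min RT | Evaluation: % activation from peak over basal fluorescence ratio, DMSO-to-PEA scaled | Technique: Kinetic Fluo-8 calcium fluorescence | Benchmarks: Low control DMSO, high control PEA (EC100)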
M5 antag: antagonists of human muscarinic M5 receptor (CHRM5); P08912; CHO-hM5 cells, Fluo-8 calcium fluorescence, ACh EC80; inhibition, % at 3 µM; 0.59% of 360,000 active; AID 624040;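 active = inhibition above a per-plate cutoff, the mean of that plate's test compounds plus 3 SD, cut at about 27% in these data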;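 also: 0% = acetylcholine EC80 with DMSO and 100% = DMSO without agonist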
The depositor's hits bear a star; nt = no result given. These rows are one share of the data; the hit share may differ from the screen's.

Results follow in this order: CRFR2-BP ag | M5 PAM | TAAR1 antag | CRFR2-BP antag | CHRM5 agonist | CHRM4 PAM | CHO-K1 Ca PAM | TAAR1 ag | M5 antag
O=c1[nH]c2ccccc2n1C1CCN(C(c2nnnn2C2CCCCC2)C2CC2)CC1 (configuration not stated)
  nt | -12 | 52* | nt | 15 | 0 | 0 | 58* | 10
COc1cc2c(cc1OC)C(C1c3cc4c(cc3CCN1C)OCO4)OC2=O (configuration not stated)
  -1.2 | 3 | 6 | 20 | -5 | -2 | 16 | 3 | 0
COc1ccc(CC(=O)N(C)C2CCCN(Cc3ccccc3F)C2)cc1OC (configuration not stated)
  -0.8 | 8 | -3 | 0 | 2 | -1 | 13 | 0 | 5
CCc1cc(=O)oc2cc(OCC(=O)N3C[C@H]4C[C@@H](C3)c3cccc(=O)n3C4)ccc12
  -2.2 | 7 | -1 | 6 | -2 | 1 | -2 | 0 | 1
O=C(Nc1ccc(Cl)cc1C(=O)c1ccccc1)c1ccc(Br)o1
  2.6 | -3 | 9 | 8 | -2 | 1 | 5 | 5 | 2
CN(C)CCNC(=O)c1cccn(Cc2cccc(C(F)(F)F)c2)c1=O
  -4.2 | 5 | 4 | 11 | -1 | 2 | 21 | 14 | -4
O=C1NCN(c2ccccc2)C12CCNCC2
  -2.5 | 0 | -12 | -10 | -4 | 10 | 17 | 4 | -1
O=c1[nH]c2ccccc2n1C1CCN(C(c2cccc3ccccc23)c2nnnn2Cc2ccccc2)CC1 (configuration not stated)
  nt | -12 | 50* | nt | 5 | -13 | 4 | 8 | 16
CC(=O)OC1CCC2(C)C(CCC3C4CC(N5CC5)C(C(C)=O)C4(C)CC(=O)C32)C1 (configuration not stated)
  2.1 | 2 | -3 | 21 | -4 | -4 | -3 | -1 | 9
CN1C(=O)N(C)C(=O)C2(Cc3cc(NC(=O)c4ccccc4)ccc3N3CCCC32)C1=O (configuration not stated)
  5.1 | 0 | -13 | -12 | 0 | 6 | -5 | 0 | 12
O=c1[nH]c(=S)n(Cc2ccc(F)cc2)c(O)c1/C=N/N1CCCCC1
  2.3 | 3 | -5 | -74 | 20 | -3 | 12 | -1 | 9
CC(=NCc1ccco1)c1c(O)n(-c2ccc(C)cc2)c(=O)[nH]c1=O
  -3.6 | -1 | -4 | -2 | 3 | -8 | -1 | 0 | 10
COC(=O)C1=C(c2ccccc2)C[C@@H]2CC[C@H]1N2C(=O)NC(C)C
  -1.0 | 2 | 1 | 8 | -4 | 2 | 11 | 12 | 13
COC(=O)c1cn(C(=O)c2cccc3ccccc23)c2ccccc12
  0.7 | -4 | -21 | 15 | 3 | -13 | 25 | 3 | 11
CCCCn1nnnc1C(c1ccnc2ccccc12)N1CCC2(CC1)C(=O)NCN2c1ccccc1 (configuration not stated)
  nt | -9 | 5 | nt | 1 | -11 | -6 | 19 | 2

Part of the list above, with tabs.
Compound	CRFR2-BP ag	M5 PAM	TAAR1 antag	CRFR2-BP antag	CHRM5 agonist	CHRM4 PAM	CHO-K1 Ca PAM	TAAR1 ag	M5 antag
COc1cc2c(cc1OC)C(C1c3cc4c(cc3CCN1C)OCO4)OC2=O (configuration not stated)	-1.2	3	6	20	-5	-2	16	3	0
COc1ccc(CC(=O)N(C)C2CCCN(Cc3ccccc3F)C2)cc1OC (configuration not stated)	-0.8	8	-3	0	2	-1	13	0	5
CCc1cc(=O)oc2cc(OCC(=O)N3C[C@H]4C[C@@H](C3)c3cccc(=O)n3C4)ccc12	-2.2	7	-1	6	-2	1	-2	0	1
O=C(Nc1ccc(Cl)cc1C(=O)c1ccccc1)c1ccc(Br)o1	2.6	-3	9	8	-2	1	5	5	2
CN(C)CCNC(=O)c1cccn(Cc2cccc(C(F)(F)F)c2)c1=O	-4.2	5	4	11	-1	2	21	14	-4
O=C1NCN(c2ccccc2)C12CCNCC2	-2.5	0	-12	-10	-4	10	17	4	-1
O=c1[nH]c2ccccc2n1C1CCN(C(c2cccc3ccccc23)c2nnnn2Cc2ccccc2)CC1 (configuration not stated)	nt	-12	50*	nt	5	-13	4	8	16
CC(=O)OC1CCC2(C)C(CCC3C4CC(N5CC5)C(C(C)=O)C4(C)CC(=O)C32)C1 (configuration not stated)	2.1	2	-3	21	-4	-4	-3	-1	9

Later entries:
Results follow in this order: CRFR2-BP ag | M5 PAM | TAAR1 antag | CRFR2-BP antag | CHRM5 agonist | CHRM4 PAM | CHO-K1 Ca PAM | TAAR1 ag | M5 antag
COc1ccc(N2C(=O)/C(=C/c3ccc(C)o3)C(=O)NC2=S)cc1
  3.3 | 2 | 6 | -2 | 0 | -3 | -18 | 0 | -4
CN(Cc1ccccc1)Cc1ccccc1OC(=O)N(C)C
  -1.6 | 3 | -4 | 8 | -1 | 8 | 14 | 1 | -8
CCN(CCNc1ccc([N+](=O)[O-])c2cccnc12)S(=O)(=O)c1ccccc1
  -0.6 | -6 | -4 | 18 | -2 | 4 | 13 | 0 | -3
CC(=NCc1ccc2c(c1)OCO2)c1c(O)n(-c2ccc(C)cc2)c(=O)[nH]c1=O
  1.8 | -3 | -45 | -6 | 10 | -19 | -6 | 1 | 0
CC12CCCCC1N(O)CN2O (configuration not stated)
  0.2 | 2 | 4 | 5 | -2 | 3 | 15 | 9 | 1
C[C@H]1CN([C@@H](C)CO)C(=O)CCCn2nncc2CO[C@H]1CN(C)C(=O)Oc1ccccc1
  1.0 | -3 | -4 | -10 | 1 | 0 | -3 | 1 | 2
CCC(=NCc1cccnc1)c1c(O)n(C2CCCCC2)c(=O)[nH]c1=O
  -1.4 | 0 | 13 | 14 | 3 | -1 | 19 | 16 | 1
CC#CP(=O)(OCC)C(O)(c1ccccc1)C(F)(F)F (configuration not stated)
  -1.2 | 0 | 0 | -17 | -1 | -1 | 6 | 3 | -4
CCCCCn1c(=O)c(C(=O)NCc2ccccc2Cl)c(O)c2ccccc21
  6.0 | -1 | 0 | -20 | 1 | 6 | 13 | 0 | 5
COC(=O)C1=C(c2ccc(OCc3ccccc3)cc2)C[C@@H]2CC[C@H]1N2C(=O)NCc1ccc(Cl)cc1
  0.7 | 2 | -22 | 9 | 0 | -5 | 6 | 0 | 4
CCCNC(=O)N1[C@H]2CC[C@@H]1C(C(=O)OC)=C(c1ccc(-c3ccccc3)c(F)c1)C2
  -2.3 | -11 | -20 | 9 | -3 | -1 | -15 | 1 | 17
CCCCc1ccc(C(=O)O)nc1
  -0.8 | 0 | -12 | -4 | 0 | -3 | 20 | 0 | -3
Cc1ccc(C)c(NC(=O)CSc2nnc([C@@H](N)Cc3c[nH]c4ccccc34)o2)c1
  0.2 | -5 | 5 | 12 | 0 | -6 | 10 | 5 | 2
CNC(C)Cc1ccccc1Sc1ccc(O)cc1 (configuration not stated)
  -0.3 | -22 | 9 | -26 | -6 | -12 | 15 | 16 | 12
Cc1nc2ccc(Cl)cn2c1P(=S)(N1CCOCC1)N1CCOCC1
  0.9 | 2 | 10 | 12 | 2 | 3 | 13 | 6 | -2
O=C1NC(=O)N(Cc2ccccc2)C(=O)/C1=C/C=C/c1ccco1
  9.9 | -1 | 28 | -63 | 14 | -10 | 8 | 11 | -4
O=C(Cn1cnc2sc3c(c2c1=O)CCCC3)NCCCC(=O)N1CCC2(CC1)OCCO2
  0.4 | 3 | 2 | -21 | -6 | 6 | 1 | 3 | 7
CC(N=Cc1c(O)n(C2CC2)c(=S)[nH]c1=O)c1ccccc1 (configuration not stated)
  -1.0 | 0 | 4 | -29 | 3 | -4 | 7 | 2 | 9
CCOC(=O)C1CN(C)CCC1=O (configuration not stated)
  -0.2 | -3 | 4 | -27 | -10 | 0 | -5 | 7 | -4
Cc1nc(C)c(C(=O)NN=Cc2ccc(N(CCCl)CCCl)cc2)s1
  -9.9 | -1 | 17 | 10 | 1 | 3 | 11 | 7 | 7
O=c1cccc2n1CC1CC2CN(S(=O)(=O)c2cc(Cl)ccc2Cl)C1 (configuration not stated)
  0.0 | 4 | -21 | 1 | -4 | 5 | 19 | 0 | 3
O=c1cccc2n1CC1CNC[C@H]2C1
  2.7 | 0 | -6 | 7 | 0 | -3 | 9 | 1 | 5
COc1cc(C(=O)Nc2ccc(Br)cc2C(=O)c2ccccc2Cl)cc(OC)c1OC
  -0.6 | 1 | 10 | 18 | 0 | 1 | 22 | 3 | 2
CCCCCCC(=O)N/N=C/c1c(O)n(CCc2ccccc2)c(=O)[nH]c1=O
  -0.9 | 1 | -30 | 4 | -4 | 4 | 23 | 0 | 4
COC(=O)C1=C(c2ccc(F)cc2F)C[C@@H]2CC[C@H]1N2C(=O)N1CCC(O)(c2ccc(Cl)cc2)CC1
  -0.5 | -8 | 27 | 11 | -3 | -7 | -21 | 0 | 13
OCCOCC#CCN1CCOCC1
  -0.9 | -4 | 3 | 8 | 1 | 3 | 17 | -2 | 0
C=C1C[C@]2(O)[C@@]3(C)CCC(=O)C(C)(C)C3=C(O)C(=O)[C@@]2(C)[C@@H]2C(=O)O[C@@](C)(C(=O)OC)C(=O)[C@@]12C
  0.1 | 6 | -29 | -8 | 3 | 6 | -3 | 2 | -3
CCC(=NCc1ccco1)c1c(O)n(C)c(=O)n(C)c1=O
  0.8 | 4 | -15 | 10 | 4 | -7 | 12 | 21 | 3
O=[N+]([O-])c1ccc(N2CCNCC2)cc1N1CCCCC1
  4.7 | 8 | -3 | -5 | -5 | -2 | 21 | 2 | -15
COc1cc2c(cc1OC)[C@@H]1C(=O)c3ccc4c(c3O[C@@H]1CO2)C[C@H](C(C)C)O4
  11 | -18 | 5 | 9 | 6 | -10 | -6 | 7 | 22
O=C(NC1CCCCC1)N1Cc2cc(-c3cccc(F)c3)ccc2-n2nncc2C1
  nt | -2 | -7 | nt | 0 | 3 | 10 | -2 | 5
O=C1C=C2c3ccccc3CC(C(=O)O)C2CC1 (configuration not stated)
  nt | 5 | -18 | nt | 3 | 7 | 8 | 1 | -7
CCc1cccc2c(C#N)cn(CC(=O)N3CCOCC3)c12
  -2.3 | -2 | -1 | 0 | -2 | 3 | 9 | 12 | 3
O=C1NC(=O)N(Cc2ccccc2Cl)C(=O)/C1=C/N1CCOCC1
  2.5 | 3 | 11 | 15 | 0 | 7 | 16 | 25 | -2
CCN(CC)C(=O)c1ccc(N2C(=O)C3CC=C(Cl)CC3C2=O)cc1 (configuration not stated)
  0.8 | -7 | -5 | -13 | 0 | -1 | 3 | 10 | -1
CC(=O)NC(C)Cc1ccccc1 (configuration not stated)
  -0.4 | 3 | 15 | -3 | -1 | 12 | 0 | 6 | -3
CC(=NCc1ccco1)c1c(O)n(-c2ccccc2C)c(=O)[nH]c1=O
  2.9 | 1 | -8 | 0 | 2 | 0 | 14 | 0 | 0
CN1CCN(CC(=O)Nc2ccc([N+](=O)[O-])cc2C(=O)c2ccccc2)CC1
  1.1 | 5 | 104* | -6 | -3 | 5 | -3 | 5 | 2

Compound activity from PubChem.
